HSF-1 act: increases HSF-1 driven luciferase reporter signal; actives 1.7% (n = 300,000); AID 504408; NIH3T3-HGL HSF-1 luciferase reporter, MG132, 8 h; 100% = twice DMSO control signal; activation, % at 9 µM;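 active means mean replicate activation of at least 50% with a set share of replicates each reaching 50%; inconclusive means only one of those two conditions met; inactive means mean below 50% and too few replicates reaching it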;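 further: 0% = median of the neutral control wells and 100% = twice that signal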
HSF1 inh: HSF1 inhibition; NIH3T3-HGL HSE-luciferase, MG132-induced, luminescence 8 h; hits give low values; activity change, negative = inhibition, % at 7.5 µM (by protocol); actives 0.77% (n = 300,000); AID 2098;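 active means more than half of replicate wells show activity change below -50%, luminescence cut by over half; inconclusive means some wells, but at most half, below -50%; inactive means no replicate well below -50%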;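 further: luciferase reports HSF-1 transcriptional activity via heat shock element; 0% = median of DMSO wells and -100% = zero luminescence signal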
Platelet DG rel: modulates dense granule release in human platelets. inhibition, %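 (compounds screened at 7.5 µM in platelet-rich plasma)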. human platelet-rich plasma, SFLLRN dense granule ATP release, luminescence. AID 1663. actives 0.22% (n = 300,000);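 active means mean replicate score, as percent of positive control, at or above 50; inconclusive means mean below 50 but at least one replicate at or above 50; inactive means mean and every replicate below 50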
KLF5 inhibitor: suppresses KLF5 promoter-driven expression; actives 0.23% (n = 290,000); AID 1700; DLD-1 KLF5 promoter-luciferase reporter, luminescence; inhibition, % at 5 µM;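 active means inhibition above a per-plate limit of that plate's mean compound inhibition plus 3 SD, cut at about 60% in these data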;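 further: 0% = DMSO wells and 100% = LY294002 at 200 µM; higher means less KLF5 promoter-driven luciferase light; inactives centre near -14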
AI-2 QS modul: Vibrio harveyi AI-2 quorum sensing modulation. Vibrio harveyi JMH597 AI-2 luminescence/OD600 ratio, 9 h; hits give low values; strain lacks LuxN and CqsS sensors; 0 = neutral-control median. activity change, % at 7.5 µM. actives 0.4% (n = 300,000). AID 2094; in the data active means activity change below about -75%, passing the limit was not always enough; inconclusive means no clear call, values can overlap the other calls;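 further: luminescence divided by OD600 gain over 9 h not by final OD600 alone; inactives centre near 13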
HIF activator: HIF pathway transcriptional activation. U2OS HRE-luciferase reporter, luminescence; normalized: DMSO 0%, desferrioxamine 100%. activation, % at 7.5 µM (by protocol). actives 0.32% (n = 300,000). AID 1910;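 active means mean activation of at least 10% of the iron chelator positive control signal, with at least half of replicates also reaching 10%; inconclusive means mean and replicate majority disagree about reaching 10%; inactive means mean and most replicates under 10%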
IEC-6 tox: IEC-6 cytotoxicity, counter-screen for KLF5 inhibitors; actives 0.78% (n = 290,000); luminescence viability; inhibition, % at 5 µM; in the data active means inhibition above about 22%;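 further: 0% = plate median of test compound wells and 100% = cytotoxic reference compound wells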
aSyn 5UTR inh: 5' untranslated region of α-synuclein, MLPCN primary screen; actives 0.82% (n = 300,000); alpha-synuclein 5'UTR reporter, inhibitor activity; inhibition, % (tested at 7.5 µM); in the data active means inhibition above about 60%; inconclusive means no clear call, values can overlap the other calls;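 further: H4 neuroglioblastoma cells stably carrying SNCA 5'UTR luciferase fusion; 0% = DMSO wells and 100% = positive control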
HSP90 refold inh: inhibitors of HSP90 luciferase refolding in rabbit reticulocyte lysate; luciferase refolding luminescence, 3 h; inhibition, % at 5.6 µM; actives 0.91% (n = 290,000); AID 1789;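 active means inhibition above the screen-wide mean plus 3 SD, computed separately per campaign, cut at about 16% in these data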;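 further: 0% = DMSO wells and 100% = 60 µM geldanamycin wells; inhibitors lower the luminescence because luciferase stays unfolded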
HDAC3 inhib: inhibitors of human histone deacetylase 3; recombinant HDAC3, fluorogenic peptide/trypsin coupled, fluorescence; inhibition, % at 8.3 µM; actives 0.15% (n = 320,000); in the data active means inhibition above about 26%, passing the limit was not always enough; inconclusive means no clear call, values can overlap the other calls
Target sequence (O15379 whole entry, looked up): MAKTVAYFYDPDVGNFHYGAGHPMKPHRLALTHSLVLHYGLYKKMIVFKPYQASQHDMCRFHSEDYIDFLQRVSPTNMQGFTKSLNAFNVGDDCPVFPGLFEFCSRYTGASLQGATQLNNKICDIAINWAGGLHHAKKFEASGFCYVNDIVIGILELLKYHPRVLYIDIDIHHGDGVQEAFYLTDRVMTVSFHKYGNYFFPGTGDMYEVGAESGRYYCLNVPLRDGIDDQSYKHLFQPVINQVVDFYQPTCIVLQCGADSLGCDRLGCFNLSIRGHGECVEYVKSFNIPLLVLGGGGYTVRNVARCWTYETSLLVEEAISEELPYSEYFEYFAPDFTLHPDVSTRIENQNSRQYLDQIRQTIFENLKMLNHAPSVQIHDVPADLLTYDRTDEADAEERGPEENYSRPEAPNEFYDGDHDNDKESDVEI
* marks the source's active call; other numbers are inactive results.

Results for N#CC1=C(N)N(c2ccc(F)cc2)C(=O)C1 ?
HSF-1 act: -2; HSF1 inh: 5; Platelet DG rel: 0; KLF5 inhibitor: -14; AI-2 QS modul: 9; HIF activator: -0.2; IEC-6 tox: 3; aSyn 5UTR inh: -12; HSP90 refold inh: 2; HDAC3 inhib: 1

What do the screens show for `CCc1cccc2c(C(=O)COC(=O)c3cccc(S(=O)(=O)N(C)C4CCCCC4)c3)c[nH]c12`?
HSF-1 act: 11; HSF1 inh: 13; Platelet DG rel: -19; KLF5 inhibitor: -16; AI-2 QS modul: 19; HIF activator: -0.7; IEC-6 tox: 0; aSyn 5UTR inh: 22; HSP90 refold inh: -3; HDAC3 inhib: 1

What do the screens show for `Cc1c(C(=O)Nc2ccc3c(c2)OCCO3)sc2nc(-c3ccccc3)cn12`?
HSF-1 act: 35; HSF1 inh: 11; Platelet DG rel: 10; KLF5 inhibitor: -35; AI-2 QS modul: 24; HIF activator: 0.9; IEC-6 tox: -2; aSyn 5UTR inh: -7; HSP90 refold inh: 3; HDAC3 inhib: -4

What do the screens show for `O=C(Nc1ccc2[nH]c(=S)sc2c1)Nc1ccccc1F`?
HSF-1 act: -7; HSF1 inh: -3; Platelet DG rel: 18; KLF5 inhibitor: -6; AI-2 QS modul: inconclusive; HIF activator: 3.4; IEC-6 tox: 4; aSyn 5UTR inh: -53; HSP90 refold inh: 5; HDAC3 inhib: 5

What do the screens show for `Cc1ccc(C(=O)Nc2ccccc2Sc2ccccc2)cc1`?
HSF-1 act: 57*; HSF1 inh: 36; Platelet DG rel: 5; KLF5 inhibitor: -45; AI-2 QS modul: -5; HIF activator: 1.7; IEC-6 tox: 2; aSyn 5UTR inh: -62; HSP90 refold inh: -3; HDAC3 inhib: 3

Results for CCOC(=O)C1=C(C)N(Cc2ccc(C(=O)O)cc2)C(=O)NC1c1ccc([N+](=O)[O-])cc1 (stereo not drawn) ?
HSF-1 act: -7; HSF1 inh: -4; Platelet DG rel: 8; KLF5 inhibitor: 6; AI-2 QS modul: 10; HIF activator: -2.2; IEC-6 tox: 0; aSyn 5UTR inh: -5; HSP90 refold inh: -2; HDAC3 inhib: 12

How did CCN(CC(=O)Nc1ccc(OC)c(OC)c1)S(=O)(=O)c1ccc(C)cc1 do in these assays?
HSF-1 act: 5; HSF1 inh: 0; Platelet DG rel: 3; KLF5 inhibitor: -13; AI-2 QS modul: 11; HIF activator: -0.5; IEC-6 tox: -6; aSyn 5UTR inh: 5; HSP90 refold inh: 2; HDAC3 inhib: -5

How did O=C(Cn1cnc2sc3c(c2c1=O)CCCC3)NCC(=O)Nc1ccc(F)cc1F do in these assays?
HSF-1 act: 3; HSF1 inh: 12; Platelet DG rel: -2; KLF5 inhibitor: -14; AI-2 QS modul: 10; HIF activator: -0.2; IEC-6 tox: 1; aSyn 5UTR inh: -1; HSP90 refold inh: 3; HDAC3 inhib: 2

How did O=C(O)CCC(=O)N1CCN(c2nc3ccccc3s2)CC1 do in these assays?
HSF-1 act: 20; HSF1 inh: -3; Platelet DG rel: 7; KLF5 inhibitor: -21; AI-2 QS modul: 10; HIF activator: 0.8; IEC-6 tox: 2; aSyn 5UTR inh: 2; HSP90 refold inh: 1; HDAC3 inhib: 0

How did CC(=O)c1cc(C#N)c(Oc2ccccc2)nc1C do in these assays?
HSF-1 act: -4; HSF1 inh: -14; Platelet DG rel: -18; KLF5 inhibitor: 23; AI-2 QS modul: 11; HIF activator: -0.2; IEC-6 tox: 4; aSyn 5UTR inh: -5; HSP90 refold inh: -1; HDAC3 inhib: -9

How did CN(C)c1ccc(/C=N/NC(=O)CN2CCN(c3ccc(F)cc3)CC2)cc1 do in these assays?
HSF-1 act: -13; HSF1 inh: -16; Platelet DG rel: -10; KLF5 inhibitor: 1; AI-2 QS modul: 17; HIF activator: 0.6; IEC-6 tox: -10; aSyn 5UTR inh: 23; HSP90 refold inh: -3; HDAC3 inhib: -7

How did Cc1cc(O)ccc1Nc1nc2ccccc2nc1Nc1ccc(O)cc1C do in these assays?
HSF-1 act: 31; HSF1 inh: 12; Platelet DG rel: -5; KLF5 inhibitor: -30; AI-2 QS modul: 14; HIF activator: 1.6; IEC-6 tox: -1; aSyn 5UTR inh: -106; HSP90 refold inh: -4; HDAC3 inhib: 8

What do the screens show for `COCCCn1c(=O)c2sccc2n2c(CCCC(=O)NCc3ccccc3OC)nnc12`?
HSF-1 act: -1; HSF1 inh: -11; Platelet DG rel: 3; KLF5 inhibitor: -7; AI-2 QS modul: 32; HIF activator: 0.4; IEC-6 tox: -8; aSyn 5UTR inh: 9; HSP90 refold inh: -6; HDAC3 inhib: inconclusive

Results for COc1ccc(C2C(C#N)=C(N)N(Nc3ccccc3)C3=C2C(=O)CC(C)(C)C3)cc1C (stereo not drawn) ?
HSF-1 act: 38; HSF1 inh: 7; Platelet DG rel: 17; KLF5 inhibitor: -14; AI-2 QS modul: 33; HIF activator: 0.0; IEC-6 tox: 8; aSyn 5UTR inh: 25; HSP90 refold inh: 2; HDAC3 inhib: 2

How did CCOc1ccccc1N=Nc1c(C)[nH]n(-c2ccccc2)c1=O do in these assays?
HSF-1 act: 9; HSF1 inh: 1; Platelet DG rel: 2; KLF5 inhibitor: 2; AI-2 QS modul: 22; HIF activator: -17; IEC-6 tox: -1; aSyn 5UTR inh: 27; HSP90 refold inh: -1; HDAC3 inhib: -6

What do the screens show for `Nc1nc(CN2CCN(c3ccc(F)cc3)CC2)nc(N2CCCc3ccccc32)n1`?
HSF-1 act: 4; HSF1 inh: 1; Platelet DG rel: 3; KLF5 inhibitor: -3; AI-2 QS modul: 24; HIF activator: 0.6; IEC-6 tox: 0; aSyn 5UTR inh: 26; HSP90 refold inh: 0; HDAC3 inhib: -2

What do the screens show for `CN(CCCC1CCCC1)C(=O)CCc1nnc(-c2ccccc2)o1`?
HSF-1 act: 45; HSF1 inh: 24; Platelet DG rel: 6; KLF5 inhibitor: -134; AI-2 QS modul: 9; HIF activator: 5.0; IEC-6 tox: -6; aSyn 5UTR inh: -139; HSP90 refold inh: -7; HDAC3 inhib: 0

How did Cc1ccc(C)c(S(=O)(=O)N2CCN(CC(=O)NC(=O)NCc3ccco3)CC2)c1 do in these assays?
HSF-1 act: -1; HSF1 inh: 4; Platelet DG rel: -17; KLF5 inhibitor: -13; AI-2 QS modul: 12; HIF activator: -0.4; IEC-6 tox: 3; aSyn 5UTR inh: -1; HSP90 refold inh: 1; HDAC3 inhib: 11

What do the screens show for `Cc1ccc(OCCCCn2ccnc2)c([N+](=O)[O-])c1`?
HSF-1 act: 5; HSF1 inh: 5; Platelet DG rel: -1; KLF5 inhibitor: -30; AI-2 QS modul: 14; HIF activator: 0.1; IEC-6 tox: -2; aSyn 5UTR inh: -13; HSP90 refold inh: 7; HDAC3 inhib: 4

How did COCCn1c(=O)[nH]c2cc(C(=O)NCCN3CCN(c4ccc(OC)cc4)CC3)ccc2c1=O do in these assays?
HSF-1 act: 0; HSF1 inh: -3; Platelet DG rel: 2; KLF5 inhibitor: 2; AI-2 QS modul: 3; HIF activator: -0.2; IEC-6 tox: 0; aSyn 5UTR inh: -10; HSP90 refold inh: 1; HDAC3 inhib: -1

What do the screens show for `CN(CC(=O)NC(=O)NCc1ccccc1)Cc1ccc(Cl)cc1`?
HSF-1 act: -19; HSF1 inh: -2; Platelet DG rel: -3; KLF5 inhibitor: -2; AI-2 QS modul: 6; HIF activator: 0.4; IEC-6 tox: 0; aSyn 5UTR inh: -17; HSP90 refold inh: 1

Results for COc1cc(/C=C2\CCC/C(=C\c3ccc(O)c(OC)c3)C2=O)ccc1O ?
HSF-1 act: 114*; HSF1 inh: 81; Platelet DG rel: 4; KLF5 inhibitor: -25; AI-2 QS modul: -9; HIF activator: 3.4; IEC-6 tox: 8; aSyn 5UTR inh: -394; HSP90 refold inh: 3; HDAC3 inhib: 7

How did O=C(Nc1ccc(F)cc1)C(c1ccccc1)N1CCN(S(=O)(=O)c2ccccc2)CC1 (stereo not drawn) do in these assays?
HSF-1 act: -5; HSF1 inh: -4; Platelet DG rel: 10; KLF5 inhibitor: -28; AI-2 QS modul: 19; HIF activator: -0.2; IEC-6 tox: -6; aSyn 5UTR inh: 17; HSP90 refold inh: 0; HDAC3 inhib: -2

What do the screens show for `COc1ccc(CCNC(=O)c2ccc3c(c2)OCCO3)cc1`?
HSF-1 act: 31; HSF1 inh: 12; Platelet DG rel: 8; KLF5 inhibitor: -117; AI-2 QS modul: 11; HIF activator: 2.8; IEC-6 tox: -4; aSyn 5UTR inh: -135; HSP90 refold inh: 3; HDAC3 inhib: 1

Results for Cc1ccc(C)c(N2N=C(C(=O)Nc3ccc(S(=O)(=O)N4CCCC4)cc3)CCC2=O)c1 ?
HSF-1 act: -13; HSF1 inh: -5; Platelet DG rel: 1; KLF5 inhibitor: -12; AI-2 QS modul: 24; HIF activator: 0.4; IEC-6 tox: 0; aSyn 5UTR inh: -1; HSP90 refold inh: 1; HDAC3 inhib: -2

What do the screens show for `O=C(COC(=O)C1CCN(S(=O)(=O)c2cccs2)CC1)c1cc2ccccc2o1`?
HSF-1 act: -41; HSF1 inh: -30; Platelet DG rel: 4; KLF5 inhibitor: -20; AI-2 QS modul: 24; HIF activator: -6.7; IEC-6 tox: -4; aSyn 5UTR inh: -5; HSP90 refold inh: -4; HDAC3 inhib: 3

How did O=C(COc1ncnc2sccc12)NC1CCS(=O)(=O)C1 (stereo not drawn) do in these assays?
HSF-1 act: 16; HSF1 inh: 3; Platelet DG rel: -1; KLF5 inhibitor: -11; AI-2 QS modul: 7; HIF activator: -0.6; IEC-6 tox: -7; aSyn 5UTR inh: -16; HSP90 refold inh: -2; HDAC3 inhib: -4

How did CC(C)C[C@H](NC(=O)c1[nH]cnc1C(=O)Nc1ccc(Cl)cc1)C(=O)OC(C)(C)C do in these assays?
HSF-1 act: 11; HSF1 inh: 0; Platelet DG rel: -1; AI-2 QS modul: 6; HIF activator: 0.1; aSyn 5UTR inh: 12; HDAC3 inhib: 3

What do the screens show for `CC(=O)OCC1=C(C(=O)O)N2C(=O)C(NC(=O)CCn3nc(C)c(Cl)c3C)C2SC1` (stereo not drawn)?
HSF-1 act: 2; HSF1 inh: -4; Platelet DG rel: -4; KLF5 inhibitor: 3; AI-2 QS modul: 28; HIF activator: 0.1; IEC-6 tox: 0; aSyn 5UTR inh: -12; HSP90 refold inh: -2; HDAC3 inhib: 3

Not a hit list; overall some 5% were active at least once.
